Screening results from PubChem.
ERG-DNA inh: ERG Ets/DNA interaction inhibition. fluorescence polarization, His-ERG Ets domain / labelled DNA. Potency, µM (titrated, usually from 76.9 µM), without a hit: at the top dose FP activity, negative = inhibition, hits mostly inhibitors. actives 0.028% (n = 370,000). AID 624246; active = well fitted inhibition curve with a large enough effect in the polarisation, with a control signal flat; inconclusive = small, poorly fitted or top-dose-only effect, or effect the other way, or a change in a side signal; inactive = no such curve, though single readings can be large or run the other way; the % refers to the polarisation;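 also: polarization taken with two DNA probes labelled with fluorescein and Texas red; potency is read from the fitted curve at half-maximal effect; % of control where 0% means no effect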
Target sequence (P11308 whole entry, looked up, the tested form may be a part): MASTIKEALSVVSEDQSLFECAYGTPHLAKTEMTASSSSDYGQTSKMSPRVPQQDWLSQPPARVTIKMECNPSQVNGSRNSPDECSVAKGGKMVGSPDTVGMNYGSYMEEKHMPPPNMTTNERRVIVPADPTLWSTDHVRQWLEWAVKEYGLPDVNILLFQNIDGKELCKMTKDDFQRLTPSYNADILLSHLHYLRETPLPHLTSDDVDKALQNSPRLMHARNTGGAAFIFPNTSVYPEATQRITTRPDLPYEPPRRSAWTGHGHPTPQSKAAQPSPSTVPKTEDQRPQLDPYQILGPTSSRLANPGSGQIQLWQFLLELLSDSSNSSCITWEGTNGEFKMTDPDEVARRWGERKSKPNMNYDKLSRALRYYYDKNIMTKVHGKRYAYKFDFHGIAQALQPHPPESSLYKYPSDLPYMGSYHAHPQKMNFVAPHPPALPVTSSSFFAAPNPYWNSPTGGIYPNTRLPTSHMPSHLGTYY
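His-tagged ERG Ets domain (1 uM in the protein solution; 300mM KCl, 50mM Tris-HCl, 1mM EDTA, 1mM DTT, pH 7.5) received compound, then a probe mix of 5 nM fluorescein-DNA and 100nM Texas-615-DNA. Fluorescence polarization was read for both dyes.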
G9a inh: inhibitors of human histone lysine methyltransferase G9a | AID 504332 | Potency, µM (highest dose often 102 µM), inactives show at the top dose activity, negative = inhibition, actives largely listed as inhibitors | actives 8.8% (n = 350,000) | G9a H3K9 monomethylation, AlphaScreen, 2 h | Q96KQ7; also: potency is read from the fitted curve at half-maximal effect; % is scaled to controls: 0 for no effect and ±100 for the full control effect; nearly all actives have a fitted effect of over 75% in size
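Compounds were preincubated with 20 nM G9a for 15 min, after which biotinylated H3K9 peptide (500 nM) and SAM (20 uM) started a 2 h room-temperature reaction. Monomethylated product was quantified by antibody-based AlphaScreen chemiluminescence.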
GLS inhibitor: glutaminase GLS (human) inhibition; O94925; GLS enzymatic activity, qHTS titration; Potency, µM (top dose mostly 45.5 µM), without a hit: top-dose activity change, negative = inhibition, actives largely listed as inhibitors; actives 0.21% (n = 410,000); also: potency is read from the fitted curve at half-maximal effect; % is scaled to controls: 0 for no effect and ±100 for the full control effect
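Compounds were pin-transferred onto hKGA, after which L-glutamine (1 mM solution) and a detection mix of glutamate oxidase, HRP and Amplex Red were added. Initial and 30 min RT fluorescence reads were collected.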
HP1b binding inh: inhibitors of HP1-beta chromodomain binding to methylated histone tails; P83916; AlphaScreen HP1-beta / biotin-H3K9me3 peptide binding; Potency, µM (series often up to 114 µM), inactives show top-dose activity change, negative = inhibition, actives largely listed as inhibitors; actives 0.56% (n = 390,000); AID 540317; also: potency is read from the fitted curve at half-maximal effect; nearly all actives have a fitted effect of over 70% in size; inactives centre near 23
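Compound inhibition of the preformed complex between 50 nM HP1-beta and 50 nM biotinylated H3K9me3 peptide was read by AlphaScreen. Buffer was PBS pH 7.4 with 0.01% Tween-20. Incubations ran 30 min at room temperature, with 10 ug/mL donor/acceptor beads.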
PI4K2A inh: blocks human PI4K2A kinase activity | Q9BTU6 | actives 0.13% (n = 420,000) | activity change, negative = inhibition, % at 76.9 µM | purified PI4K2A, ADP-Glo luminescence, 1 h; active compounds read low | AID 1346378; in the data active = activity change below about -50%; inconclusive = mostly about -30% to -49%;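 also: -100% = wells without enzyme as full effect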
Target sequence (Q9BTU6 whole entry, looked up): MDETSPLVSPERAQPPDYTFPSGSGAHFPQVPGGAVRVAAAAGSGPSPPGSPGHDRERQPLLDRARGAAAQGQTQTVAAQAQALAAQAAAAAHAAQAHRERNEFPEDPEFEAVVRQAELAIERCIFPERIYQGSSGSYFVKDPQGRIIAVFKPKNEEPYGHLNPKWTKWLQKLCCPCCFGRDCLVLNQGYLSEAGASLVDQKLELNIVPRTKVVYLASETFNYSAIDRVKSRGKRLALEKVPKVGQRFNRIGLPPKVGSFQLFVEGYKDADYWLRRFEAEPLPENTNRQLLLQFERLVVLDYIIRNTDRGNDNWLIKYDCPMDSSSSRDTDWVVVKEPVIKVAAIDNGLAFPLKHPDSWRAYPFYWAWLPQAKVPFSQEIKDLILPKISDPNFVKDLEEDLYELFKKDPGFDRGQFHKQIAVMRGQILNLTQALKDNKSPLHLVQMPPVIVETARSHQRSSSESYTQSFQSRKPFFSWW
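PI4K2A activity was measured by ADP-Glo luminescence: enzyme (4 ug/mL stock) and phosphatidylinositol (1.2 mM stock) in Tris pH 7.5/MgCl2/EGTA/Triton X-100 buffer were reacted with ATP (300 microM stock) for one hour at ambient temperature.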
JMJD2A Tudor inh: JMJD2A Tudor domain (human) inhibition. AlphaScreen JMJD2A-Tudor / H3K4me3 peptide binding. actives 4.4% (n = 390,000). Potency, µM (top dose mostly 114 µM), for the others: at the highest dose activity change, negative = inhibition, hits mostly inhibitors. AID 504339. O75164; also: potency is read from the fitted curve at half-maximal effect; % is scaled to controls: 0 for no effect and ±100 for the full control effect; nearly all actives have a fitted effect of over 50% in size
Pin1 inh: human Pin1 inhibition | AID 504891 | Potency, µM (series often up to 115 µM), for inactives: top-dose activity, negative = inhibition, actives largely listed as inhibitors | actives 0.009% (n = 390,000) | Q13526 | Pin1 FP peptide displacement, HiFluor488, 10 min; active = well fitted inhibition curve with a large enough effect in the polarisation, with a control signal flat, not every such curve was filed as active; inconclusive = small, poorly fitted or top-dose-only effect, or effect the other way, or a change in a side signal; inactive = no such curve, though single readings can be large or run the other way; the % refers to the polarisation; also: potency is read from the fitted curve at half-maximal effect; % is scaled to controls: 0 for no effect and ±100 for the full control effect
BAZ2B block: BAZ2B (human) inhibition; Q9UIF8; Potency, µM (highest dose often 114 µM), without a hit: top-dose activity change, negative = inhibition, actives largely listed as inhibitors; AID 504333; actives 4.4% (n = 360,000); AlphaScreen BAZ2B-H3K14Ac peptide displacement; also: potency is read from the fitted curve at half-maximal effect; % is scaled to controls: 0 for no effect and ±100 for the full control effect; nearly all actives have a fitted effect of over 60% in size
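In this displacement format the biotinylated H3(5-23) peptide acetylated at Lys14 serves as ligand at 50 nM, with BAZ2B at 50 nM in PBS pH 7.4 containing 0.01% Tween-20. Donor and acceptor beads are 10 ug/mL final.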
PGK inhibitor: inhibitors of T. brucei phosphoglycerate kinase. PGK/GAPDH coupled, Kinase-Glo luminescence, 60 min. Potency, µM (titrated, usually from 57.5 µM), inactives show top-dose activity change, negative = inhibition, most hits filed as inhibitors. actives 0.043% (n = 380,000). AID 602233; also: potency is read from the fitted curve at half-maximal effect; % is scaled to controls: 0 for no effect and ±100 for the full control effect; nearly all actives have a fitted effect of over 60% in size
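Luminescent ATP detection (Kinase-Glo Plus) follows a 60-minute room-temperature incubation, with wells lacking PGK as controls. Buffer: 100 mM TEA (pH 7.6), 5 mM MgCl2, 0.01% Tween-20. Coupling enzyme GAPDH (100 nM final) supplies unstable 1,3-BPG in-well.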
* hit, by the source's call; i = inactive; ? = inconclusive; . = not tested or not shown; & = joins results of further samples; [ ] = remark or other dose. Unless noted, calls follow the shape of the dose curve; as a rule, active = well fitted curve in the direction sought with a large enough effect; inconclusive = small, poorly fitted or top-dose-only effect, or another doubt; inactive = no such curve, though single readings can be large; an effect the other way counts as inactive or inconclusive.

ERG-DNA inh | G9a inh | GLS inhibitor | HP1b binding inh | PI4K2A inh | JMJD2A Tudor inh | Pin1 inh | BAZ2B block | PGK inhibitor | structure
5% | 13%[59 µM] | 8% | 13% | 2 | -17% | 1% | -24% | 5% | CCc1nnc(NS(=O)(=O)c2ccc(NC(=O)c3cc(Cl)ccc3[N+](=O)[O-])cc2)s1
-7% | -8%[59 µM] | 2% | 45%[activator] | -4 | 1%[11.4 µM] | 0% | 4% | 6% | CN(C)S(=O)(=O)c1cccc(-c2cn3cccnc3n2)c1
9% | ? | 1% | 43%[activator] | 1 | -9% | -13% | 11% | 5% | Cc1ccc(C(=O)OCC(=O)Nc2cc(C(C)(C)C)nn2-c2ccccc2)c(O)c1
-2% | 16%[59 µM] | -1% | 62%[activator] | -1 | 10% | -5% | -3% | 8% | CCOC(=O)C(NC(=O)c1ccccc1Cl)(Nc1ccc(C(F)(F)F)cc1)C(F)(F)F (stereo unspecified)
-16% | 7% | -1% | 26% | 0 | -7% | ? | -18% | 2% | COC(=O)c1ccccc1NC(=O)CCCn1nc([N+](=O)[O-])cc1C
8% | . | -5% | 28% | 5 | -24% | 1% | 47%[activator] | i | COc1ccc(NC(=O)c2cc(C(=O)Nc3ccc(OC)cc3OC)cc([N+](=O)[O-])c2)c(OC)c1
-2% | 13µM* | -4% | 14% | 2 | -22% | 9% | -33% | -5% | COc1ccccc1CN(Cc1cc2c(C)ccc(C)c2[nH]c1=O)Cc1nnnn1Cc1ccco1
1% | 5%[59 µM] | 8% | 2% | 0 | ? | 6% | -37% | 0% | CC(=O)/C(=N/Nc1ccc(Br)cc1)Sc1cccc2cccnc12
-1% | 2% | 6% | -1% | 1 | -12% | -3% | -2% | 3% | Cc1cccc(N2CC(C(=O)Nc3ccc(S(=O)(=O)N4CCOCC4)cc3)CC2=O)c1C (stereo unspecified)
14% | 83%[activator] | 3% | 71%[activator] | 0 | ? | -2% | 6% | -10% | COc1cccc(NC(=O)CSc2nn3c(=O)c(C)nnc3s2)c1
5% | . | 0% | 33% | -2 | -11% | 6% | . | 1% | CC(C)(C)OC(=O)N1CCC(C(=O)Nc2cccc(C(=O)NCCCc3ccccc3)c2)CC1
-12% | 45µM* | 6% | 11% | -5 | -23% | 8% | ? | -7% | CCOc1ccc(NC(=O)COC(=O)c2ccc3ncsc3c2)cc1OCC
-5% | ? | -2% | ? | 1 | -24% | -8% | ? | -2% | O=C1C(c2ccccc2)SC(=Nc2ccccc2)N1S(=O)(=O)c1ccccc1 (stereo unspecified)
-3% | . | 7% | 30% | 2 | -1% | 8% | ? | 3% | CC(=O)N1Cc2[nH]c3ccccc3c2CC1C(=O)O (stereo unspecified)
13% | ? | -9% | 31% | 0 | -5%[11.4 µM] | 34%[activator] | -20% | i | COc1ccc2nc(N/C(N)=N/C(=S)Nc3ccccc3)nc(C)c2c1
-3% | 1.1µM* | 12% | 20% | -3 | -13% | -2% | -22% | 2% | O=C(COc1ncnc2ccc(Br)cc12)N1CCOCC1
-14% | 73%[activator][59 µM] | 3% | 19%[57 µM] | 2 | -6% | -5% | 13% | 12% | CSc1cccc(-c2nnc(NC(=O)c3ccc4c(c3)OCCO4)o2)c1
-11% | . | 3% | 31% | 1 | -2% | 11% | -12% | -1% | CCOc1ccc(NC(=O)C2CCN(S(=O)(=O)c3ccc4c(c3)NC(=O)C(C)S4)CC2)cc1 (stereo unspecified)
-5% | ? | 35%[activator] | 51%[activator] | -2 | -17% | -2% | -4% | 5% | NCCCC[C@H](NC(=O)C1CCNCC1)c1nnc([C@@H](N)Cc2ccc(O)cc2)o1
0% | 12%[59 µM] | 1% | 31% | -5 | -3% | 1% | -7% | -1% | O=C(NCc1ccco1)c1cc(S(=O)(=O)N2CCCCC2)ccc1Cl
-14% | . | 5% | 26% | 0 | -14% | -8% | . | -1% | COc1ccc(S(=O)(=O)Nc2cccc3c2O[C@H](CN(C)Cc2ccccc2)[C@@H](C)CN([C@H](C)CO)C3=O)cc1
-12% | -6%[0.501 µM] | -9% | 29% | -10 | -2%[57.1 µM] | 49%[activator] | ? | -7% | Cc1no[n+]([O-])c1COc1ccccc1/C=C1\NC(=S)NC1=O
-5% | ? | 4% | 5% | -1 | -13% | -5% | 2% | i | CCC(C)N(C(=O)CN1C(=O)NC2(CCc3ccccc32)C1=O)C1CCS(=O)(=O)C1 (stereo unspecified)
16% | -3%[2.33 µM] | 1% | 5% | 5 | -12% | 0% | 8% | -9% | Cc1nc2ccccc2c(=O)n1/N=C/c1ccc(OC(F)F)cc1
-3% | -10% | -2% | 45%[activator] | -2 | 1% | -7% | -8% | -8% | CC(C)CNc1nc(Oc2ccc(=O)n(C)n2)nc(N2CCOCC2)n1
-6%&0% | 24% | 4%&0% | -17%&22% | -4&-4 | -20%&-10% | -30%&1% | 5%&-4% | -2%&-9% | COc1ccc(C(CC(=O)Nc2ncccc2C)N2Cc3ccccc3C2=O)cc1OC (stereo unspecified)
-3% | ? | -11% | -9% | -1 | -30% | -7% | ? | -7% | CN(Cc1ccco1)C(=O)CN1C(=O)NC(c2ccccc2)(c2ccccc2)C1=O
. | ? | 2% | 14% | 1 | 1% | 3% | . | -7% | COc1ccc(CCNC(=O)C2CC2)cc1OC
11% | -27% | -23% | 17% | 1 | -9% | 9% | -14% | -2% | O=C(CSC1=Nc2ccccc2C2CC=NN12)Nc1ccc(F)cc1Cl (stereo unspecified)
7% | 7%[59 µM] | -12% | 14%[57 µM] | 0 | -7% | -17% | 0% | 9% | O=C(COc1ccccc1F)Nc1ccccc1OCc1cc(=O)n2ccccc2n1
1% | 3%[59 µM] | 1% | 11% | -2 | -20% | ? | -22% | . | Cc1c(NC(=O)c2cccs2)cccc1-c1nc2cc(Cl)ccc2o1
0% | 38%[59 µM] | 5% | 45%[activator] | -6 | -7% | 8% | 5% | -2% | CCC(=O)Oc1cc(C(C)(C)C)cc2cc(-c3nc(-c4ccc(OC)cc4OC)no3)c(=O)oc12
5% | -37%[12.7 µM] | -1% | 23% | 4 | -14% | -3% | -9% | -9% | Cc1cccc(CS(=O)(=O)Cc2ccc(C(=O)O)o2)c1
0% | -4%[12.7 µM] | -8% | 36% | 8 | 0% | -6% | 1% | i | O=C(CN(Cc1ccccc1)C(=O)CCl)c1cccc(Br)c1
-7% | -7% | 20% | 26% | -21 | -12% | ? | -2% | -13% | COc1ccc(C(=O)Nn2c(SCC(=O)NC3CCCCC3)nc3ccccc3c2=O)cc1
-6% | ? | 6% | 4% | -3 | -33% | 0% | -6% | -3% | CCOC(=O)c1c(CN(CC)CC)oc2cc(Br)c(O)cc12
-4% | 6% | -1% | 7% | -5 | -5% | -4% | -23% | -13% | CC(C)CN1CCC(=O)N(CCO)CC1
2% | -36% | 1% | -11% | -3 | -16% | 21% | -6% | -5% | Cc1cnc(NC(=O)CC2OC(=O)c3ccccc32)s1 (stereo unspecified)
-4% | . | 12% | 2% | 5 | -23% | 2% | ? | -6% | CC(C)N1C(=O)C(Cc2nc3ccccc3c(=O)n2-c2ccccc2)c2ccccc21 (stereo unspecified)
1% | 6%[59 µM] | 6% | 30% | 0 | -17% | -2% | -30% | -2% | Cc1cccc(C)c1OCCn1c(CCNC(=O)C2CCCCC2)nc2ccccc21
-5% | ? | 1% | -1% | 1 | -31% | -4% | -7% | -2% | CN1CCN(CC(O)(c2ccc(Cl)cc2)c2ccc(Cl)cc2)CC1
11% | . | -5% | 14% | 5 | ? | 1% | 4%[57.1 µM] | -8% | CC(C)[C@@H](COc1ccccc1)N1CCN(Cc2ccccc2)CCC1=O
-5% | 17% | -9% | 15% | 1 | -12% | -3% | 4% | i | Cc1ccc(-c2nnn(CC(=O)N(CCCO)C(C(=O)NC3CCCC3)c3ccc(F)cc3)n2)o1 (stereo unspecified)

Gathered by group: the entries above with a furan ring, fused or not.
ERG-DNA inh | G9a inh | GLS inhibitor | HP1b binding inh | PI4K2A inh | JMJD2A Tudor inh | Pin1 inh | BAZ2B block | PGK inhibitor | structure
-2% | 13µM* | -4% | 14% | 2 | -22% | 9% | -33% | -5% | COc1ccccc1CN(Cc1cc2c(C)ccc(C)c2[nH]c1=O)Cc1nnnn1Cc1ccco1
0% | 12%[59 µM] | 1% | 31% | -5 | -3% | 1% | -7% | -1% | O=C(NCc1ccco1)c1cc(S(=O)(=O)N2CCCCC2)ccc1Cl
-3% | ? | -11% | -9% | -1 | -30% | -7% | ? | -7% | CN(Cc1ccco1)C(=O)CN1C(=O)NC(c2ccccc2)(c2ccccc2)C1=O
5% | -37%[12.7 µM] | -1% | 23% | 4 | -14% | -3% | -9% | -9% | Cc1cccc(CS(=O)(=O)Cc2ccc(C(=O)O)o2)c1
-6% | ? | 6% | 4% | -3 | -33% | 0% | -6% | -3% | CCOC(=O)c1c(CN(CC)CC)oc2cc(Br)c(O)cc12
-5% | 17% | -9% | 15% | 1 | -12% | -3% | 4% | i | Cc1ccc(-c2nnn(CC(=O)N(CCCO)C(C(=O)NC3CCCC3)c3ccc(F)cc3)n2)o1 (stereo unspecified)
